Assay outcomes (PubChem)
MT stabilize HCS – microtubule stabilization, imaging screen. HeLa tubulin immunostaining HCS, 24 h; share of cells brighter than vehicle mean+2SD. % tubulin-high responders, % at 10 µM. 200,000 compounds, 0.83% hits. AID 2205;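 active means plate Z-score above 3 for both tubulin-high and condensed-nucleus cell shares, with cell loss under 80%, at 10 µM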;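 further: anti alpha tubulin signal scored within the nucleus-defined area of each cell; some results filed as inactive read as strong as hits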
NOD1 inhibition – NOD1 signaling inhibitors, primary screen, cell-based, luminescence, uHTS (AID 1578); NOD1-driven NF-kB luciferase reporter cells, luminescence; higher % means a stronger effect; one-dose inhibition, % at 4 µM; EC50 in µM for titrated hits; 290,000 compounds, 1% hits; in the data active means inhibition mostly above about 36%, no sharp cut-off; inactive means mostly below about 34%;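 further: HEK-293T reporter cells stimulated with the NOD1 agonist gamma-tri-DAP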
Dynein cargo inh – blocks dynein driven cargo transport along microtubules | 3617.4 mouse cells, GR-EGFP nuclear translocation imaging; test concentration mostly 20 µM; stimulated with dexamethasone, 1 µM; hits give low values | z-score, hits read low | 220,000 compounds, 0.47% hits | AID 1381;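 active means plate z-score of nuclear minus cytoplasmic receptor signal below a set negative limit, without overly bright fluorescence or cell loss, cut at about -3.5 in these data, passing the limit was not always enough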;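 further: z-score of nuclear minus cytoplasmic ring GR-EGFP intensity difference per well; some compounds called inactive have numbers as strong as hits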
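Also added: dexamethasone, 1.0 µM final. Medium: tet-free, stripped-serum medium. Detection: fixed, Hoechst-stained cells imaged at 10x for EGFP. Read-out: nuclear-to-cytoplasmic GR-EGFP distribution per well. Times: induction 48 h, compound 1 h, agonist 30 min.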
Autophagy HCS – alters autophagy in cells; MEF GFP-LC3 puncta imaging; test concentration mostly 10 µM; calls only at 10 µM (by protocol); 190,000 compounds, 0.98% hits; AID 463193;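 active means percentage of spot-positive cells more than 3 SD above its plate mean, without a fluorescence outlier flag or 80% toxicity; inconclusive means no clear call, values can overlap the other calls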;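 further: spot-positive cell cutoff set from DMSO-treated cells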
Yfh1-off respiration – mitochondrial function rescue without frataxin homolog – Friedreich's ataxia, plus single-dose screen, dose response (AID 1465); S. cerevisiae Yfh1-off respiration, WST-1 reduction, 72 h; higher fold induction means a stronger effect; one-dose fold induction at 50 µM; EC50 in µM for titrated hits; 220,000 compounds, 0.074% hits;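 active means fold induction of absorbance versus untreated yeast above a set limit, then at least 30% activation at any dose in follow-up; inconclusive means repeats straddling the limit, or above it without dose testing; inactive means fold induction below the set limit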;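 further: activators that raise dye reduction in frataxin-depleted yeast; strong numbers were not always called active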
HEK293 NOD2/NF-kB – NOD2 signaling inhibitors, cell-based, luminescence, uHTS, HEK293 (AID 1566). HEK293 NOD2/NF-kB luciferase reporter, luminescence; higher % means a stronger effect. one-dose inhibition, % at 4 µM; EC50 in µM for titrated hits. 290,000 compounds, 0.63% hits; in the data active means inhibition above about 50%; further: many of its hits are not listed in these tables
b-catenin transl – alters nuclear translocation of beta-catenin in HeLa cells; immunofluorescence imaging; nuclear translocation activity, % at 5 µM; 190,000 compounds, 0.3% hits; AID 1665;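 active means nuclear translocation activity above 50% at 5 µM, with a well cell count of 50 or more; inconclusive means wells under 50 cells across six images, flagged as toxic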;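 further: per-cell ratio of nuclear to cytoplasmic median beta-catenin stain intensity; plate controls were DMSO negative control for no effect and GSK-3 inhibitor IX positive control for full effect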
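Test system: HeLa cells, endogenous beta-catenin; Compound: single 5 µM dose plus 0.02–20 µM confirmation series; Times: compound exposure 24 h at 37°C; Signal: fluorescence imaging of beta-catenin antibody stain plus DAPI; Read-out: % activation, nuclear-to-cytoplasmic median beta-catenin signal ratio per cell.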
M17LAP inhibition – P. falciparum M17LAP inhibitors, primary screen, biochemical, fluorogenic H-Leu-NHMec substrate, 1536-well (AID 1619). recombinant M17LAP, H-Leu-NHMec fluorogenic kinetic assay; higher % means a stronger effect. inhibition, % at 30 µM; hits with a dose series show IC50 in µM. 220,000 compounds, 0.38% hits;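 active means compound inhibiting the enzyme by more than half at any dose during confirmatory dose-response retesting; inconclusive means strong single-dose inhibitors picked by rank but not retested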;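 further: plate controls were full reaction with DMSO carrier for no effect and no enzyme background for full effect; strong numbers were not always called active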
Insulin prom up – MIN6 insulin promoter up-regulation; MIN6 insulin promoter-GFP reporter, high-content imaging; hits give high values; z-score at 5 µM; 190,000 compounds, 0.3% hits; AID 1625;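 active means z-score above 3 at 5 µM with at least 500 cells counted in the well; inconclusive means wells under 500 cells, flagged as cytotoxic or low count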
Dynein cargo inh cytoplasmic EGFP – second read-out of Dynein cargo inh, no call of its own (marks repeat the call); z-score; measured here: cytoplasmic GR-EGFP intensity; hits give high values
Dynein cargo inh nuclear GR-EGFP – further read-out of Dynein cargo inh, marked with its call; z-score; measured here: nuclear GR-EGFP intensity;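 lower value marks the stronger effect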
Dynein cargo inh cell count – further read-out of Dynein cargo inh, marked with its call; z-score; measured here: cell count per field
Insulin prom up cell count – further read-out of Insulin prom up, marked with its call; cell count; measured here: cytotoxicity, nuclei count;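 total cells summed across four imaged fields per well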
b-catenin transl cell count 5 µM – recorded beside b-catenin transl, whose call it bears; cell count; measured here: cell count, cytotoxicity flag
MT stabilize HCS Hoechst-high % – recorded beside MT stabilize HCS, whose call it bears; % Hoechst-high responders; measured here: nuclear condensation Hoechst responders;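 share of cells brighter than vehicle mean plus two SD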
MT stabilize HCS cytotoxicity % – second read-out of MT stabilize HCS, no call of its own (marks repeat the call); toxicity, %; measured here: cytotoxicity by cell density;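 0% = mean cell density of plate MIN control wells and 100% = no cells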
Autophagy HCS cell loss 18 h – recorded beside Autophagy HCS, whose call it bears; toxicity, %; measured here: cell loss, nuclei count;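 cell loss after 18 h compound exposure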
The depositor's hits bear a star; i = inactive; ? = inconclusive; / = not tested or not shown; + = active, no number. A portion of the library; the hit share may differ from the screen's.

SMILES	MT stabilize HCS	MT stabilize HCS Hoechst-high %	MT stabilize HCS cytotoxicity %	NOD1 inhibition	Dynein cargo inh	Dynein cargo inh cytoplasmic EGFP	Dynein cargo inh nuclear GR-EGFP	Dynein cargo inh cell count	Autophagy HCS	Autophagy HCS cell loss 18 h	Yfh1-off respiration	HEK293 NOD2/NF-kB	b-catenin transl	b-catenin transl cell count 5 µM	M17LAP inhibition	Insulin prom up	Insulin prom up cell count
COCCNC(=S)Nc1cc(OC)c(OC)cc1C#N	4.1	2.1	5.7	-33.4%	2.81	-0.109	1.9	-2.07	i	9.9	i	-6.2%	0.2	1410	5.4%	-0.44	1451
O=S(=O)(N1CCCCC1)N1CCN(c2ccc(F)cc2)CC1	1.6	2.0	4.7	-18.9%	-0.509	-0.268	0.00397	-0.106	i	2.9	i	6.3%	-1.9	1102	-17.6%	-0.21	2159
CCOC(=O)C1CCCN(Cc2cc(Br)ccc2OC)C1 (stereo not given)	3.9	1.8	5.0	-6.9%	-0.493	-0.23	-0.0304	0.803	i	-4.6	i	6.9%	-0.5	995	9.5%	0.98	1166
CCCOc1ccc(-c2cn3ccccc3n2)cc1	1.5	1.7	0.9	-25.2%	-1.25	-0.255	-0.666	0.699	i	19.5	i	-52.8%	4.6	1032	-7.1%	0.37	1167
CCn1c(Cc2ccccc2)nnc1SCC(=O)Nc1ccccc1N1CCOCC1	5.5	2.2	6.4	-15.1%	1.02	-0.179	1.15	-1.33	i	2.4	i	4.8%	2.5	447	-1.4%	/	/
Cc1nc2ccccc2n1C(=O)c1ccc(Cl)cc1[N+](=O)[O-]	2.3	2.5	8.7	11.8%	-1.12	-0.225	-0.863	1.14	i	3.3	i	21.3%	-1.3	973	2.1%	0.42	2103
Cc1cc(Sc2nnc(N)s2)c2ccccc2n1	/	/	/	53.2%*	-0.347	-0.138	-0.319	0.623	/	/	i	19.0%	3.3	968	5.1%	0.72	1349
COc1cc(/C=C2\SC(c3ccc(C)cc3)=NC2=O)ccc1O	4.4	1.4	1.2	-21.9%	-0.888	-0.0573	-0.711	0.427	i	-19.6	i	7.2%	-1.7	1057	15.2%	0.41	1788
CCn1nc(C)c(/C=N/NC(=O)c2ccoc2C)c1C	2.8	1.6	2.4	15.6%	-0.923	-0.238	-0.357	0.6	i	-7.6	i	-66.5%	/	/	16.7%	1.09	1426
Cc1ccc2c(c1)sc1ncc(NC(=O)c3ccc(F)cc3)c(=O)n12	1.6	1.1	11.8	-34.8%	-0.796	0.0679	-0.265	0.609	i	17.3	i	11.5%	0.2	621	-6.4%	/	/
COc1ccc(Nc2ccc3nnc(-c4ccc(Br)cc4)n3n2)cc1	1.9	1.6	7.2	-22.4%	-0.427	-0.201	0.0836	-0.174	i	-32.8	i	5.3%	-2.1	966	-2.3%	0.14	1562
COC(=O)c1cc(NC(=O)c2cccc([N+](=O)[O-])c2C)ccc1Cl	4.1	2.9	6.3	-2.0%	-1.79	-0.326	-0.102	0.753	i	5.3	i	4.7%	5.3	827	3.1%	0.38	1544
O=C(/C=N/O)NCCN1CCCCC1	6.9	1.5	2.6	6.0%	-0.539	0.161	0.0298	0.681	i	2.9	i	-4.3%	-2.2	830	3.4%	1.49	1075
O=C(NCc1cccnc1)c1ccc(S(=O)(=O)N2CCCCC2)cc1	1.0	1.6	8.8	1.2%	0.594	-0.156	0.448	0.167	i	-8.8	i	6.8%	-1.3	1230	-6.4%	-0.58	963
Cc1cccc(OCCCC(=O)Nc2ccc(N3CCCCC3)cc2)c1C	2.0	2.4	6.3	-20.4%	-0.871	-0.203	0.208	0.439	i	-36.5	i	10.3%	-0.4	1369	-3.3%	-0.39	1443
CCc1ccc2c(c1)cc(CN(C(=S)Nc1cccc(C)c1)C1CC1)c1nnnn12	1.9	2.5	6.1	-9.0%	-0.306	-0.123	-0.258	0.458	i	-5.0	i	0.3%	-0.4	1307	2.0%	0.24	1607
Cc1ccc(S(=O)(=O)Nc2ccc(NC(=O)c3cccnc3)cc2)cc1	2.1	1.4	3.0	-10.6%	-0.54	-0.401	-0.153	1.06	i	-3.6	i	6.5%	1.3	968	-8.7%	0.69	1399
COc1ccc(N(CC(=O)Nc2ccc3c(c2)OCO3)S(=O)(=O)c2ccc(C)cc2)cc1OC	0.9	1.8	2.1	-19.2%	0.145	-0.349	-0.0552	0.71	i	2.3	i	-2.2%	-2.5	1098	-12.9%	0.75	1448
Cc1ccc(CN2CCN(CC(=O)O)C2=O)cc1	3.4	1.9	4.1	-24.8%	0.657	-0.34	-0.229	-1.19	i	-0.2	i	9.8%	-0.7	1086	5.2%	0.58	1209
CCOC(=O)c1cnc(SCC(=O)c2ccc(Cl)cc2)nc1N	1.6	1.5	2.7	-22.5%	0.41	-0.195	0.243	-0.731	i	0.4	i	-13.1%	-6.0	1238	-13.1%	-1.01	929
CCc1cc2c(=O)c(-c3nc4ccccc4n3C)c(C)oc2c(CN2CCOCC2)c1O	3.1	2.9	9.2	-3.3%	-0.045	-0.191	0.18	-0.237	i	11.3	i	5.6%	-1.6	1087	-11.5%	0.74	1712
CC(C)Oc1ccc(Cc2cnc(=S)[nH]c2N)cc1	4.6	1.7	11.5	-26.3%	0.181	-0.34	-0.166	0.119	i	1.5	i	19.2%	-3.0	1091	-4.3%	0	1557
Cc1cc(C)c(C)c(S(=O)(=O)ON2C(=O)c3ccccc3C2=O)c1C	2.1	1.4	4.4	-32.6%	-4.32*	1.38*	-2.12*	-0.0735*	i	16.2	?	7.5%	-0.2	1357	-6.3%	-0.32	1547
Cc1sc(NC(=O)Cn2[nH]c(=O)c3ccccc3c2=O)nc1-c1ccccc1	3.6	2.1	0.5	-29.5%	0.751	-0.231	0.157	-0.485	i	10.2	i	3.5%	1.9	866	2.6%	0.29	1214
O=C(Nc1ncccn1)C1CCCN1S(=O)(=O)c1ccc(Cl)c(Cl)c1 (stereo not given)	1.9	1.0	1.3	-22.6%	0.774	-0.266	0.231	-0.183	i	7.0	i	-12.8%	/	/	-1.2%	/	/
Continued.
SMILES	MT stabilize HCS	MT stabilize HCS Hoechst-high %	MT stabilize HCS cytotoxicity %	NOD1 inhibition	Dynein cargo inh	Dynein cargo inh cytoplasmic EGFP	Dynein cargo inh nuclear GR-EGFP	Dynein cargo inh cell count	Autophagy HCS	Autophagy HCS cell loss 18 h	Yfh1-off respiration	HEK293 NOD2/NF-kB	b-catenin transl	b-catenin transl cell count 5 µM	M17LAP inhibition	Insulin prom up	Insulin prom up cell count
FC(F)(F)c1cccc(NC(=S)N(CCCN2CCCC2)Cc2cccn2Cc2ccc(Cl)cc2)c1	76.4*	15.6*	79.7*	-10.0%	0.206	0.193	-0.0624	0.415	+	8.0*	i	2.9%	1.1	1124	16.2%	-2.05	670
Cc1c(NC(=O)c2ccc(N(C)S(=O)(=O)c3ccccc3)cc2)c(=O)n(-c2ccccc2)n1C	2.9	1.2	10.6	-22.3%	0.718	-0.229	0.4	0.392	i	10.8	i	15.4%	0.3	1140	2.8%	/	/
COc1ccc(CSCC(=O)N/N=C/c2ccccc2O)cc1	2.8	1.3	4.5	-16.2%	1.93	0.25	0.861	-0.813	+	28.6*	i	20.5%	0.1	1476	-2.2%	0.19	1449
C=CCNC(=O)C1CC(=O)N(c2ccc(OCC(=O)Nc3ccccc3)cc2)C1 (stereo not given)	3.1	1.5	6.7	-24.5%	-0.881	-0.253	-0.614	-0.0701	i	2.6	i	-51.3%	/	/	-1.9%	/	/
COc1ccc(C(C(=O)NC2CCCCC2)N(CC2CCCO2)C(=O)C2COc3ccccc3O2)cc1OC (stereo not given)	2.8	2.3	4.3	-16.3%	-0.353	-0.233	0.177	-0.652	i	-9.7	i	-5.3%	0.2	536	7.2%	/	/
Cn1c(NNC(=O)CCC2CCCCC2)cc(=O)n(C)c1=O	2.9	1.9	7.0	-42.4%	-0.196	-0.19	0.772	-0.506	i	-6.1	i	15.8%	0.2	572	0.8%	-0.11	1256
CCC(=O)Nc1ccc2oc(-c3cccnc3)nc2c1	/	/	/	-5.0%	-0.231	-0.244	0.332	0.973	/	/	i	-2.4%	-0.3	1261	-17.6%	-0.82	1079
O=C(CSc1nc(-c2ccc(F)cc2)nc2ccc(F)cc12)Nc1cccc(C(=O)O)c1	1.5	0.9	7.0	-37.6%	0.43	-0.419	-0.446	0.873	i	12.8	i	-5.8%	0.5	1090	22.4%	-1.11	1260
COc1ccc(NC(=O)C2CCCN(S(=O)(=O)c3cccs3)C2)cc1OC (stereo not given)	1.2	1.3	4.3	-2.5%	-0.183	0.00446	-0.0294	-0.373	i	4.0	i	11.3%	/	/	6.0%	-0.03	922
O=C(O)c1oc2ccccc2c1CN1CCN(c2ccccc2)CC1	2.1	1.1	5.7	7.4%	-0.277	-0.224	-0.197	0.21	i	-4.9	i	4.2%	4.3	1038	6.0%	0.98	899
COc1cccc(C(=O)NN2C(=S)N(c3ccccc3)C(=O)C2CC(N)=O)c1 (stereo not given)	/	/	/	-10.9%	-1.25	-0.259	-0.0722	0.99	/	/	/	-51.2%	-0.2	1333	/	/	/
CCC(C)NC(=O)CN1C(=O)NC2NC(=O)NC21 (stereo not given)	/	/	/	-0.7%	0.317	-0.255	0.77	-0.58	/	/	i	17.9%	0.1	1213	-2.7%	-0.22	964
CC(C)CNC(=O)COc1ccc(Sc2ccc(OCC(=O)NCC(C)C)cc2)cc1	4.0	2.1	3.1	2.6%	0.905	-0.147	0.673	-0.379	i	5.2	i	27.8%	1.4	1040	1.2%	-0.2	1228
O=C(CCN1C(=O)/C(=C\c2cccs2)SC1=S)NC1=NCCS1	1.8	1.7	1.7	-43.0%	-0.302	2.54	0.624	0.0259	i	18.5	i	17.1%	-0.8	507	11.0%	-0.08	1410
